Screening results (PubChem)
phage Ecoli inh: E. coli growth loss with phage present; growth absorbance; inhibition, % at 11.9 µM; hit rate 0.26% among 360,000; in the data active means inhibition above about 11%
Wnt act: activates Wnt/beta-catenin signaling in a reporter cell assay. activator, plate reader. activation, % at 9.35 µM. hit rate 1.2% among 300,000. AID 743398; in the data active means activation above about 30%, passing the limit was not always enough;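 further: 0% = neutral control wells and 100% = positive control wells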
Active calls of the source: *.

How did O=C(NCc1ccccc1)[C@H]1CCCN1C(=O)[C@H]1CCCN1C(=O)c1ccc(F)cc1F do in these assays?
phage Ecoli inh: 2.7; Wnt act: 1

How did Cc1cc(N2CCN(C(=O)OC(C)(C)C)C[C@@H]2C)ccc1N1CCS(=O)(=O)CC1 do in these assays?
phage Ecoli inh: 1.1; Wnt act: 4

Results for C[C@H](O)[C@@H]1C(=O)N2CCc3c([nH]c4cccc(-c5ccccc5)c34)[C@@H]2C[C@@H]1N(C)C(=O)OCc1ccccc1 ?
phage Ecoli inh: 3.0; Wnt act: -2

Results for COc1cc(-c2cc3nc(NCCOc4ccccc4)ccn3n2)cc(OC)c1OC ?
phage Ecoli inh: 1.6; Wnt act: -1

What do the screens show for `COCCCNC(=O)C[C@H]1C[C@@]2(C(=O)OC)C(=C[C@H](C(C)(C)C)O[C@@H]2C)N(Cc2ccc3c(c2)OCO3)C1=O`?
phage Ecoli inh: 0.1; Wnt act: -3

How did COc1ccc2c3c(n(C(=O)OC(C)(C)C)c2c1)C1CC=C(COC(C)=O)CN1CC3 (stereo unspecified) do in these assays?
phage Ecoli inh: 0.0; Wnt act: 1

What do the screens show for `COCCCNc1ccn2nc(-c3ccc(OCCN4CCOCC4)cc3)cc2n1`?
phage Ecoli inh: 2.5; Wnt act: 0

How did Cc1cc(C)c(O)c(C(=O)CC2CC(=O)NC(=O)C2)c1 do in these assays?
phage Ecoli inh: 0.7; Wnt act: -3

What do the screens show for `COc1ccc(-c2ccc3c(n2)CCCN3Cc2ccccc2C(F)(F)F)cc1`?
phage Ecoli inh: 3.6; Wnt act: 38*

How did COC(=O)C1=C(C(=O)OC)C2C=C(C(C)C)C1C(=O)C2(C)O (stereo unspecified) do in these assays?
phage Ecoli inh: 3.3; Wnt act: -3

Results for CSCCC(c1nc2ccccc2[nH]1)n1c(-c2cc(C(F)(F)F)cc(C(F)(F)F)c2)nc2ccccc21 (stereo unspecified) ?
phage Ecoli inh: 3.6; Wnt act: -7

Results for COC(=O)C(C(=O)OC)c1ccccc1NC(=O)OCc1ccccc1 ?
phage Ecoli inh: 2.6; Wnt act: -4

What do the screens show for `OC(c1cccc(Cl)c1)c1ncc(-c2ccc3ccccc3c2)[nH]1` (stereo unspecified)?
phage Ecoli inh: 15*; Wnt act: -3

What do the screens show for `COC(=O)C[C@@H]1C=C[C@H](NC(=O)Nc2cc(F)ccc2F)[C@@H](CO)O1`?
phage Ecoli inh: 0.2; Wnt act: -3

What do the screens show for `CO[C@H]1CN(C)C(=O)c2cc(NC(=O)C3CCCC3)ccc2OC[C@@H](C)NC[C@H]1C`?
phage Ecoli inh: 1.1; Wnt act: -2

How did Cc1cc(C)cc(Cn2c3ccc(NC(=S)NC4CCCCC4)cc3c(=O)n2C)c1 do in these assays?
phage Ecoli inh: 3.6; Wnt act: -5

Results for CC(C)C(=O)N1CCCC1(C)C(=O)N(C)Cc1cccc2ccccc12 (stereo unspecified) ?
phage Ecoli inh: 3.7; Wnt act: -2

How did Oc1cccc(CN2CCN(c3ncc(Cc4ccccc4)cn3)CC2)c1 do in these assays?
phage Ecoli inh: 0.7; Wnt act: -4

How did COc1ccccc1-c1ccc2c(c1)C(C)(Cc1ccc(F)c(Cl)c1)C(=O)N2 (stereo unspecified) do in these assays?
phage Ecoli inh: 0.1; Wnt act: -3

How did Cc1ccc(S(=O)(=O)N2C[C@H]3C(=O)C[C@@H](c4ccccc4)N(S(=O)(=O)c4ccccc4[N+](=O)[O-])[C@H]3C[C@H]2c2ccccc2)cc1 do in these assays?
phage Ecoli inh: 0.5; Wnt act: 0

How did COc1ccc(-c2ccc(C(=O)NCC3CC3)c3occc23)c(C)c1 do in these assays?
phage Ecoli inh: -2.6; Wnt act: -3

What do the screens show for `CC1(C(=O)Nc2cccc3c2CCCC3)CCN1C(=O)CCC1CCCC1` (stereo unspecified)?
phage Ecoli inh: -1.9; Wnt act: 0

Results for CC(C)CNC(=O)C1(C)CCN1C(=O)c1ccc(C(C)(C)C)cc1 (stereo unspecified) ?
phage Ecoli inh: 1.1; Wnt act: 0

What do the screens show for `COc1ccc(CN2C(=O)CN(S(C)(=O)=O)CC2(C)C(=O)NC(C)C)cc1` (stereo unspecified)?
phage Ecoli inh: 1.8; Wnt act: -1

What do the screens show for `O=C1NC[C@H](Cc2ccccc2)N(C[C@@H]2CCCN2C[C@H](Cc2ccccc2)N2C[C@H](Cc3ccccc3)N(CC3CCCCC3)C(=O)C2=O)C1=O`?
phage Ecoli inh: -0.9; Wnt act: -1

How did CCOC(=O)C1=CCN(S(=O)(=O)c2ccccc2Br)C1c1cccc(F)c1 (stereo unspecified) do in these assays?
phage Ecoli inh: 3.5; Wnt act: -2

Results for CCCCC(=O)N(C)c1c(CC)nc2c(OCCOc3ccccc3)cccn12 ?
phage Ecoli inh: 1.6; Wnt act: 0

What do the screens show for `COCCNC(=O)C1(C)CCN(C(=O)Cc2ccc(OC)c(OC)c2)C1` (stereo unspecified)?
phage Ecoli inh: 4.1; Wnt act: 3

How did Cc1noc(C)c1C(=O)N1CCC1(C)C(=O)NS(=O)(=O)c1cccc(Cl)c1 (stereo unspecified) do in these assays?
phage Ecoli inh: 2.5; Wnt act: -1

What do the screens show for `C#CCn1c2ccccc2c(=O)n1C(C)C`?
phage Ecoli inh: 1.3; Wnt act: 0

A portion of the results above:
How did Cc1noc(C)c1C(=O)N1CCC1(C)C(=O)NS(=O)(=O)c1cccc(Cl)c1 (stereo unspecified) do in these assays?
phage Ecoli inh: 2.5; Wnt act: -1

What do the screens show for `C#CCn1c2ccccc2c(=O)n1C(C)C`?
phage Ecoli inh: 1.3; Wnt act: 0

Further structures
Results for CCCCNC(=O)Cn1nnc(-c2ccccc2)c1COc1ccc(C(C)=O)cc1 ?
phage Ecoli inh: 0.4; Wnt act: 0

How did COc1ccccc1-c1nc2ccccc2n(CC(C)C)c1=O do in these assays?
phage Ecoli inh: 1.4; Wnt act: -2

How did Cc1ccc(OC2CCN(C(=O)[C@H]3O[C@@H](n4ccc(N)nc4=O)[C@H](O)[C@@H]3O)CC2)cc1 do in these assays?
phage Ecoli inh: 0.8; Wnt act: -1

How did CC(C)(C)NC(=O)C1c2ccccc2OCC(=O)N1Cc1ccco1 (stereo unspecified) do in these assays?
phage Ecoli inh: 0.6; Wnt act: -4

Results for COc1ccc(NC(=O)c2cc(C3CCCCN3C(=O)c3cc(OC)c(C)c(OC)c3)on2)c(C)c1 (stereo unspecified) ?
phage Ecoli inh: 3.9; Wnt act: -6

What do the screens show for `O=Cc1ccc([B-](F)(F)F)o1`?
phage Ecoli inh: 1.8; Wnt act: -1

Results for CC1(C(=O)NS(=O)(=O)c2ccc3c(c2)CCO3)CCN1C(=O)COc1ccc(Cl)cc1 (stereo unspecified) ?
phage Ecoli inh: 0.2; Wnt act: 0

How did CC1(Cc2cc(Cl)ccc2C(F)(F)F)C(=O)Nc2c(Cl)cccc21 (stereo unspecified) do in these assays?
phage Ecoli inh: 3.4; Wnt act: -3

How did Cc1ccccc1-c1cc2nc(Oc3cccc4ccccc34)n(C)c(=O)c2s1 do in these assays?
phage Ecoli inh: 0.2; Wnt act: 0

How did Cc1ccc(S(=O)(=O)N2C[C@H]3[C@H]4C(=O)N(Cc5ccccc5)C(=O)[C@H]4CC(=O)[C@H]3[C@@H]2c2cccc3ccccc23)cc1 do in these assays?
phage Ecoli inh: 3.4; Wnt act: -2

How did OC[C@@H]1CN(Cc2ccncc2)C[C@H](n2cnc3c(N4CCCC4)ncnc32)O1 do in these assays?
phage Ecoli inh: 1.9; Wnt act: -1

What do the screens show for `O=C(O)CCCC[n+]1ccccc1`?
phage Ecoli inh: 2.9; Wnt act: 1

How did Cc1ccccc1CNC(=O)c1csc([C@@H]2O[C@H](CO)[C@@H](O)[C@H]2O)n1 do in these assays?
phage Ecoli inh: 0.8; Wnt act: -1

What do the screens show for `CC1(C(=O)NS(=O)(=O)C2CC2)CCCN(C(=O)Cc2ccc3ccccc3c2)C1` (stereo unspecified)?
phage Ecoli inh: 0.8; Wnt act: -1

How did COC(=O)[C@]12C[C@H](CC(=O)NCc3ccc(C)o3)C(=O)N(Cc3ccc4c(c3)OCO4)C1=C[C@H](COCc1ccccc1)O[C@@H]2C do in these assays?
phage Ecoli inh: 1.8; Wnt act: -6

How did O=S1(=O)N[C@H](Cc2ccccc2)COc2cccc(N3CCCCC3)c21 do in these assays?
phage Ecoli inh: -0.4; Wnt act: -2

Results for CCCC(=O)N1CCCC(c2cc(C(=O)Nc3ccc4c(c3)OCO4)no2)C1 (stereo unspecified) ?
phage Ecoli inh: 1.3; Wnt act: 29

How did COc1cccc(CNC(=O)[C@@H]2CCCN2C(=O)[C@H]2CCCCN2C(=O)c2cccc(OC)c2)c1 do in these assays?
phage Ecoli inh: 2.9; Wnt act: -3

Results for Cc1ccc2ccccc2c1C(O)c1ncc(-c2ccccc2F)[nH]1 (stereo unspecified) ?
phage Ecoli inh: 2.7; Wnt act: 0

How did COc1ccccc1-c1cnc(C(O)c2ccc(F)cc2C)[nH]1 (stereo unspecified) do in these assays?
phage Ecoli inh: 3.3; Wnt act: -1

The list goes on, starting with the last 4 of the part before.
Results for CCCC(=O)N1CCCC(c2cc(C(=O)Nc3ccc4c(c3)OCO4)no2)C1 (stereo unspecified) ?
phage Ecoli inh: 1.3; Wnt act: 29

How did COc1cccc(CNC(=O)[C@@H]2CCCN2C(=O)[C@H]2CCCCN2C(=O)c2cccc(OC)c2)c1 do in these assays?
phage Ecoli inh: 2.9; Wnt act: -3

Results for Cc1ccc2ccccc2c1C(O)c1ncc(-c2ccccc2F)[nH]1 (stereo unspecified) ?
phage Ecoli inh: 2.7; Wnt act: 0

How did COc1ccccc1-c1cnc(C(O)c2ccc(F)cc2C)[nH]1 (stereo unspecified) do in these assays?
phage Ecoli inh: 3.3; Wnt act: -1

How did COC(=O)c1ccc2nc(-c3ccco3)c(Cc3ccccc3C(F)(F)F)n2c1 do in these assays?
phage Ecoli inh: -1.0; Wnt act: -1

How did COc1ccc(C(c2nnnn2C2CCCC2)N2CCN(C/C=C/c3ccccc3)CC2)cc1 (stereo unspecified) do in these assays?
phage Ecoli inh: 3.1; Wnt act: -1

How did C[C@H](CO)N1C[C@H](C)[C@H](CN(C)Cc2cccc(F)c2)Oc2ncc(C3=CCCC3)cc2C1=O do in these assays?
phage Ecoli inh: -0.4; Wnt act: -1

What do the screens show for `C=CCCC(=O)N1C[C@H]2CCN(C)[C@H]2C[C@H]1c1ccccc1Br`?
phage Ecoli inh: -0.6; Wnt act: -2

Results for COC(=O)c1ccc2nc(-c3ccco3)c(Cc3cccc(F)c3)n2c1 ?
phage Ecoli inh: 2.5; Wnt act: -2

Results for O=C(NCc1ccc(F)cc1F)[C@@H]1CCCN1C(=O)[C@@H]1CCCN1C(=O)c1ccccc1 ?
phage Ecoli inh: -0.6; Wnt act: -3

Results for CC(=O)c1ccc(Nc2nc(C(N)COCc3ccccc3)cs2)cc1 (stereo unspecified) ?
phage Ecoli inh: -3.7; Wnt act: -1

Results for CCOC1=C2[C@H](c3cccc(Cl)c3)N(S(=O)(=O)c3ccc(C)cc3)C[C@H]2n2c(=O)n(-c3ccccc3)c(=O)n2C1 ?
phage Ecoli inh: -0.8; Wnt act: -2

Results for O=C(C(=O)N1CCN(C(=O)c2ccco2)CC1)c1ccccc1 ?
phage Ecoli inh: 3.3; Wnt act: 2

Results for COc1ccc(Cn2cc(CN3CC(N4CCN(CCN(C)C)CC4)CS3(=O)=O)nn2)cc1 (stereo unspecified) ?
phage Ecoli inh: 1.9; Wnt act: -2

Arranged by length of the SMILES (low to high): four of the compounds above
What do the screens show for `O=Cc1ccc([B-](F)(F)F)o1`?
phage Ecoli inh: 1.8; Wnt act: -1

How did Cc1cc(C)c(O)c(C(=O)CC2CC(=O)NC(=O)C2)c1 do in these assays?
phage Ecoli inh: 0.7; Wnt act: -3

Results for COC(=O)c1ccc2nc(-c3ccco3)c(Cc3cccc(F)c3)n2c1 ?
phage Ecoli inh: 2.5; Wnt act: -2

Results for COc1ccc(Cn2cc(CN3CC(N4CCN(CCN(C)C)CC4)CS3(=O)=O)nn2)cc1 (stereo unspecified) ?
phage Ecoli inh: 1.9; Wnt act: -2

Remaining list, next part:
What do the screens show for `CC(C)(C)S(=O)N1Cc2cc(C(=O)NCC(F)(F)F)nc(-c3cccc(-c4cccc(F)c4)c3)c2[C@H]1CCO` (stereo partly specified)?
phage Ecoli inh: 4.8; Wnt act: -1

What do the screens show for `COCC(=O)N1C[C@H]2CON(C)[C@H]2C[C@H]1c1cccc(-c2cc(Cl)cc(Cl)c2)c1`?
phage Ecoli inh: 2.8; Wnt act: 3

Results for O=C(NC1CCCC1)C1c2ccccc2OCC(=O)N1C1CC1 (stereo unspecified) ?
phage Ecoli inh: 1.2; Wnt act: -5

What do the screens show for `C=CCN1C(=O)c2n[nH]c(C(C)C)c2C1c1ccccc1` (stereo unspecified)?
phage Ecoli inh: 2.0; Wnt act: 4

How did CCCCS(=O)(=O)NCC1CCN(C(=O)C(=O)c2cc3ccccc3o2)CC1 do in these assays?
phage Ecoli inh: 1.8; Wnt act: -2

What do the screens show for `COc1cccc(C2NC(=S)N(Cc3ccc(Br)cc3)C(C)=C2C(C)=O)c1` (stereo unspecified)?
phage Ecoli inh: 0.3; Wnt act: -6

What do the screens show for `C#CCOc1ccccc1C(=O)NNc1ccc([N+](=O)[O-])cc1[N+](=O)[O-]`?
phage Ecoli inh: 3.5; Wnt act: -1

What do the screens show for `O=C(Nc1ccc(Oc2ccccc2)cc1)c1csc([C@H]2C[C@H](O)[C@@H](CO)O2)n1`?
phage Ecoli inh: -0.5; Wnt act: -8

How did CCCCN(C)c1c(C)nc2ccc(C(=O)N(C)Cc3ccco3)cn12 do in these assays?
phage Ecoli inh: 1.6; Wnt act: 0

How did COc1ccc(CCCNC(=O)C2Cc3c(-c4ccccc4)ccnc3O2)cc1 (stereo unspecified) do in these assays?
phage Ecoli inh: -2.0; Wnt act: -1

What do the screens show for `CC(C)c1ccc(CNc2nc(NCC3CC3)nc3ccsc23)cc1`?
phage Ecoli inh: 5.5; Wnt act: 1

How did COc1ccc(C(C)(O)c2nc(/C=C/c3ccccc3)cs2)cc1 (stereo unspecified) do in these assays?
phage Ecoli inh: 3.0; Wnt act: 5

Results for CC1(C(=O)NS(=O)(=O)c2cccc(C#N)c2)CCN1C(=O)CCC1CCCC1 (stereo unspecified) ?
phage Ecoli inh: 1.7; Wnt act: -1

These rows are one share of the data; rates above refer to the full screens.
